K1F lysis inhibition = protection from phage-mediated lysis, alamar blue read-out – E. coli UTI89, K1F phage, bacterial capsule biogenesis inhibitors (AID 488966); hit rate 0.02% among 340,000; E. coli UTI89 K1F phage lysis, alamar blue, 2 h; higher % means a stronger effect; one-dose inhibition, % at 100 µM; IC50 in µM for titrated hits;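 active = phage lysis inhibition, versus mean bacterial control, above a set limit; inconclusive = no clear call, values can overlap the other calls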;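 also: capsule biogenesis inhibitors block K1F phage lysis so surviving cells raise fluorescence; higher fluorescence means more inhibition of phage lysis; actives were called in the ten point dose series up to 300 µM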
GPR55 activation = selective activators of receptor GPR55 – imaging, U2OS cells, beta-arrestin-GFP redistribution, primary screen (AID 1961) | U2OS GPR55 beta-arrestin-GFP redistribution imaging; higher % means a stronger effect | hit rate 0.048% among 290,000 | activation, % at 10 µM; hits with a dose series show EC50 in µM;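 active = activation above 40% with more than 50 cells counted in the well; inconclusive = wells holding fewer than 50 cells, flagged as toxic or sparse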;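 also: U2OS osteosarcoma cells stably expressing GPR55 and beta-arrestin-GFP; plate controls were DMSO negative control for no effect and LPI positive control for full effect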
AID2073 = disruptors of CaV2.2 binding to Mint1 – biochemical, HTRF (AID 2073); HTRF protein-protein interaction, Mint1-CaV2.2; higher % means a stronger effect; one-dose inhibition, % at 20 µM; IC50 in µM for titrated hits; hit rate 0.19% among 290,000; in the data active = inhibition mostly above about 51%, no sharp cut-off; inconclusive = no clear call, values can overlap the other calls; inactive = mostly below about 53%; also: some results filed as inactive read as strong as hits
HIV peptide binding = cell-free HIV fusion peptide-binding blockers – biochemical, uHTS, fluorescence dequenching, primary screen (AID 1986); cell-free peptide binding, fluorescence dequenching, 30 min; higher % means a stronger effect; hit rate 0.3% among 290,000; inhibition, % at 20 µM, or IC50 in µM where a hit was titrated; in the data active = inhibition mostly above about 52%, no sharp cut-off; inactive = mostly below about 76%; also: some results filed as inactive read as strong as hits
Siah-1 displacement = Siah-1 peptide-binding antagonists, primary screen, biochemical, fluorescence polarization, rhodamine-plectin, uHTS (AID 1817); displacement, % at 20 µM, or IC50 in µM where a hit was titrated; Siah-1 / rhodamine-plectin peptide fluorescence polarization; higher % means a stronger effect; hit rate 0.02% among 290,000;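 active = displacement of at least 50% at 20 µM, with a fluorescence ratio check between 0.3 and a set limit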;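 also: plate controls were Siah plus tracer with DMSO for no effect and tracer alone without Siah for full effect; strong numbers were not always called active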
GPR55 LPI antagonism = GPR55 antagonists blocking LPI-driven arrestin recruitment, primary screen, imaging, U2OS, beta-arrestin-GFP, LPI agonist (AID 2013); U2OS GPR55 beta-arrestin-GFP translocation imaging, LPI antagonism; higher % means a stronger effect; one-dose inhibition, % at 10 µM; IC50 in µM for titrated hits; hit rate 0.13% among 290,000;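 active = spots per cell inhibited over 60%, with over 100 cells counted and total cytoplasm intensity under 500,000; inconclusive = wells with under 100 cells, flagged as likely toxic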;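 also: U2OS cells stably carrying GPR55 and arrestin-GFP stimulated by 5 µM LPI near EC80; imaged beta-arrestin-GFP aggregate spots per cell after agonist stimulation; plate controls were LPI-stimulated DMSO wells for no effect and DMSO wells without LPI for full effect; some results filed as inactive read as strong as hits; confirmed hits need IC50 under 10 µM and bright autofluorescent wells are also inconclusive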
GPR35 antagonists = GPR35 antagonists blocking zaprinast-driven arrestin recruitment, primary screen, imaging, U2OS, beta-arrestin-GFP, zaprinast agonist (AID 2058) | U2OS GPR35 beta-arrestin-GFP translocation imaging, zaprinast antagonism; higher % means a stronger effect | one-dose inhibition, % at 10 µM; IC50 in µM for titrated hits | hit rate 0.052% among 290,000;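 active = inhibition of at least 50% with at least 30 cells and total cytoplasm GFP at most 10,000,000; inconclusive = under 30 cells or total GFP of 10,000,000 plus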
NS5 inhibitors = Dengue-2 NS5 methyltransferase inhibitors, primary screen, biochemical, confirmation dose response (AID 588689). Dengue-2 NS5 methyltransferase capping enzyme assay, biochemical; higher % means a stronger effect. one-dose inhibition, % at 25 µM; IC50 in µM for titrated hits. hit rate 0.3% among 340,000; in the data active = a potency from the dose series; inconclusive = inhibition above about 29% without an active follow-up result
NTR1 agonist = agonists of NTR1, primary screen, imaging, U2OS cells, beta-arrestin-GFP, high content (AID 493036); P30989; NTR1-U2OS beta-arrestin-GFP spot imaging, agonist mode; activation, % at 20 µM; hit rate 0.17% among 330,000;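 active = activation at or above 40% of the spot to cytoplasm intensity ratio, with at least 20 cells analyzed; inconclusive = wells under 20 cells, flagged as cytotoxic or low count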;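 also: 0% = DMSO without peptide and 100% = 100 nM NTR1 peptide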
Target sequence (P30989 whole entry, looked up): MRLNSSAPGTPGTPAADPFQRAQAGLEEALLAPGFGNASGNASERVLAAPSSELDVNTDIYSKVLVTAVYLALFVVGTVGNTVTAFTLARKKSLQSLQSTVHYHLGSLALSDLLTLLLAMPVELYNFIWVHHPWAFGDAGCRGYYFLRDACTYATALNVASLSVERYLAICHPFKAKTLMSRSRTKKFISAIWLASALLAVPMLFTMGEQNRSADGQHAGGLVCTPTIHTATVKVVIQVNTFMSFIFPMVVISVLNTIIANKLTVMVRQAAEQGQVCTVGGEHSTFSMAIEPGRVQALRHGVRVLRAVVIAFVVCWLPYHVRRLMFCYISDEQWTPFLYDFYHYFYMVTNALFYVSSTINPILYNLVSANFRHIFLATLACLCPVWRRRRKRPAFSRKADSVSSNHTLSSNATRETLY
NTR1 agonist cell count 20 µM = also measured in NTR1 agonist; calls as there; cell count; measured here: cell count, cytotoxicity flag
NS5 inhibitors pilot replicate = recorded beside NS5 inhibitors, whose call it bears; inhibition, %; measured here: pilot screen replicate inhibition
* = called active by the depositor; ? = inconclusive; / = not tested or not shown; [ ] = another dose, or the depositor's remark.

SMILES | K1F lysis inhibition | GPR55 activation | AID2073 | HIV peptide binding | Siah-1 displacement | GPR55 LPI antagonism | GPR35 antagonists | NS5 inhibitors | NTR1 agonist | NTR1 agonist cell count 20 µM | others
CCOCCCN(C)C1CCN(C(=O)c2oc3ccccc3c2NC(=O)c2ccc(F)cc2)CC1 | 0.3% | 0.3% | 0% | -0.9% | -5% | 9% | -1% | -9% | -0.4 | 55
CN(C)c1ccc(NS(=O)(=O)c2cccc(Cl)c2)cc1 | -0.3%[50 µM] | 0.3% | -42% | 2.8% | -7% | 6% | -12% | -7% | -1.5 | 69
CCOc1ccccc1-c1cc(-c2n[nH]c(=S)n2CC)c2ccccc2n1 | 2.3% | 0.4% | 12% | -1.7% | 39% | 17% | -2% | -4% | 0.0 | 47
CC(=O)c1ccc(NC(=S)NC(=O)/C=C/c2ccccc2)cc1 | 0.3% | 1.4% | 20% | -1.1% | -4% | -10% | -7% | -7% | 0.1 | 61
Cc1ccc2c(c1)nnn2C1CCN(S(=O)(=O)c2ccc(C(=O)N(C)C3CCCCC3)cc2)CC1 | 0.1% | 0.3% | 4% | 0.8% | 0% | 10% | 13% | 5% | 1.1 | 83
c1ccc(Nc2nc(N3CCCC3)nc(N3CCCC3)n2)cc1 | 8.9% | -0.1% | 2% | -2.2% | 0% | 14% | 10% | -3% | 10 | 72
CN(C)S(=O)(=O)N1CCCC(C(=O)c2ccc(-c3ccccc3)c(F)c2)C1 (stereo unspecified) | 0.0% | 0.8% | 1% | 1.5% | -1% | 11% | 3% | -7% | 12 | 50
CCC1=NNC(=O)C(CC(=O)Nc2ccccc2)c2cc(OC)c(OC)cc21 (stereo unspecified) | -0.7% | -0.1% | -3% | 2.8% | 1% | -16% | 13% | 6% | -0.6 | 29
CNc1nnc(-c2ccncc2)s1 | 1.1% | 0.5% | 12% | 0.4% | 3% | -2% | 3% | -1% | -1.6 | 88
COc1ccccc1NC(=O)CN1C(=O)CC(C)S(=O)(=O)c2ccccc21 (stereo unspecified) | 0.1% | -0.1% | 10% | 0.2% | 2% | 7% | -12% | 1% | -0.1 | 75
Cc1ccc(C)c(NC(=O)c2c(Cl)nc3ccccn23)c1 | 0.6% | -0.3% | 5% | 0.9% | 0% | 0% | -12% | -1% | 0.5 | 77
CC(C)N1CCC(N2CCN(Cc3cccnc3)CC2CCO)CC1 (stereo unspecified) | 0.1% | -0.2% | 6% | 0.5% | 18% | 1% | -2% | 6% | -0.3 | 59
O=C(Cn1cccc1C(=O)c1ccccc1)NCc1cccs1 | 0.8% | 0.4% | 6% | -0.5% | 3% | 21% | 2% | -4% | -0.2 | 46
CC(C#N)Sc1ncnc2sc(-c3ccccc3)cc12 (stereo unspecified) | -0.1% | -0.2% | 2% | 2.0% | 0% | 1% | -17% | -7% | 4.1 | 30
Cn1cc(S(=O)(=O)N2CCCC2)cc1C(=O)N1CCN(c2ccccc2)CC1 | 0.1% | -0.1% | -1% | -0.5% | -1% | -13% | 19% | 1% | -0.3 | 88
CCOC(=O)c1ccccc1NC(=O)C1CCCO1 (stereo unspecified) | 0.0% | -0.3% | 12% | -0.7% | -1% | 5% | 9% | -5% | 0.3 | 56 | NS5 inhibitors pilot replicate=-0.6
CC(=O)c1ccc([C@H]2C[C@@]34CN(C(=O)OC(C)(C)C)S(=O)(=O)[C@H]3C[C@H]2O4)cc1 | -1.0% | 0.0% | 24% | 3.0% | -3% | 2% | 2% | 1% | 6.8 | 106
Cc1noc(C)c1C(=O)OCC(=O)Nc1cccc(S(=O)(=O)N(C)C)c1 | 0.6%[50 µM] | 1.1% | 32% | -1.0% | 4% | 1% | -22% | -8% | -0.2 | 58
COC(=O)c1cccc(NS(=O)(=O)c2ccc(OC)cc2)c1C | 0.1% | 0.1% | 4% | 14% | 0% | -4% | -10% | 1% | 0.0 | 46
Cc1cc(/C=N/NC(=O)c2cccc(F)c2)c(C)n1-c1ccccc1 | 0.1% | -0.8% | 1% | -1.7% | -1% | -26% | -20% | -11% | -1.1 | 98
COc1ccccc1N(CC(=O)Nc1ccc2c(c1)OCCO2)S(=O)(=O)c1ccc(C)cc1 | 0.0% | -0.2% | 11% | -1.0% | -10% | 12% | 4% | -3% | 0.1 | 47
COc1ccccc1/C=C(\NC(=O)c1ccc(OC)c(OC)c1)C(=O)Nc1cccc([N+](=O)[O-])c1 | -0.1% | 0.2% | 24% | 1.2% | 6% | 12% | -15% | -5% | -0.9 | 81
CNC(=O)/C=C/c1cc(C(=O)c2ccc(Cl)cc2Cl)cn1C | 1.3% | 0.5% | ? | 2.1% | 4% | 2% | 1% | -5% | -0.7 | 90
COCCSc1nnc(NC(=O)C2CCN(C(=O)c3ccco3)CC2)s1 | 1.1% | 0.3% | 7% | 0.3% | -5% | -7% | 18% | -7% | 1.4 | 42
Cc1ccccc1N(CC(N)=O)S(C)(=O)=O | 0.7% | -0.2% | -1% | -1.6% | 0% | 16% | -1% | -4% | 2.2 | 80
COc1ccc(-c2cc(C(F)(F)F)nc(SCC(=O)NCCN3CCOCC3)n2)cc1OC | -0.1% | -0.4% | 17% | -2.1% | -10% | 2% | 23% | 6% | -0.5 | 52
CCCc1cc(=O)n2[nH]c(SCc3ccccc3)nc2n1 | 0.9% | 0.2% | 3% | 4.1% | 5% | 4% | -8% | 1% | -1.1 | 80
Nc1cc(N)nc(SCc2cccc(F)c2)n1 | 0.2% | 0.2% | 9% | 0.8% | -4% | 3% | 13% | 5% | 0.9 | 54 | NS5 inhibitors pilot replicate=1.8
Brc1cnc(N2CCCC2)nc1N1CCCCC1 | 14% | -0.1% | -10% | -0.4% | -4% | -5% | 0% | 1% | 2.8 | 67
CCOC(=O)c1oc2ccccc2c1CSc1nnc(-c2ccco2)o1 | -0.4% | -0.2% | 0% | -1.9% | 0% | 0% | 9% | 14% | 1.9 | 77
CCOc1ccccc1-n1c(SCC(=O)NC(C)(C)C)nnc1-c1ccoc1C | -1.2% | -0.1% | 5% | -0.5% | -1% | 3% | 18% | -2% | -6.0 | 69
CN(C)c1nc2c(N)ncnc2n1[C@H]1O[C@@H](CO)[C@H](O)[C@@H]1O | 0.0%[50 µM] | 0.5% | -7% | -1.8% | 0% | -2% | 2% | 1% | / | /
Cc1nc(CNS(=O)(=O)c2cc([N+](=O)[O-])ccc2C)cs1 | 0.1% | -0.3% | 5% | -0.7% | 14% | 4% | 0% | -6% | -1.5 | 63
CCCN1CCN(CCCNC(=O)C2CCN(c3nnc(-n4c(C)ccc4C)s3)CC2)CC1 | -0.2% | -0.3% | 7% | 0.7% | 0% | 12% | -13% | -8% | -0.1 | 76
O=c1[nH]c2ccccc2n1CCC1CCCCC1 | -0.4% | -0.1% | 1% | -2.7% | -4% | -6% | -10% | -2% | 8.7 | 64
Cc1cc(NC(=O)/C=C/c2ccccc2)c(C(C)C)cc1O | -0.3% | -0.1% | 19% | -1.5% | 3% | 0% | 15% | -15% | 3.4 | 46
CC1CCCCN1CCCNC(=O)c1ccc(N2CCCC2=O)cc1 (stereo unspecified) | 9.3% | 0.0% | -3% | 1.8% | 0% | 10% | -2% | 1% | 7.0 | 59
CCCS(=O)(=O)c1c(S(=O)(=O)CCC)c2c(C)cccn2c1C(N)=O | 1.7% | -0.4% | 25% | -0.4% | 6% | 3% | 8% | -1% | -2.1 | 35
Cn1nc(-c2ccccc2)c(CO)c1Oc1ccc(F)cc1 | 0.1% | -0.5% | 8% | 0.8% | 0% | -14% | 6% | / | -1.1 | 34
CCCCCC(=O)Nc1ccc(S(=O)(=O)Nc2nccc(C)n2)cc1 | 0.4% | -0.3% | -8% | 1.0% | 21% | 10% | -13% | -8% | 0.4 | 21
CC(Oc1cc2oc(=O)c3c(c2cc1Cl)CCCC3)C(=O)NCc1ccccn1 (stereo unspecified) | -0.2% | 0.2% | 4% | 0.3% | -3% | -12% | 9% | -4% | 1.6 | 58
Cn1nc(C(=O)N2CCc3ccccc32)c2ccccc2c1=O | -0.1% | 0.2% | -4% | -2.0% | 2% | -3% | 2% | -1% | -1.1 | 85
COc1ccc2c(c1OC)C(=O)N1C2SC[C@H]1C(=O)NC1CC(C)(C)NC(C)(C)C1 (stereo partly specified) | 0.5% | 0.0% | 16% | 1.5% | 2% | -4% | -2% | 10% | / | /
CCc1ccc(-n2c(=S)sc3c(=O)n(-c4ccccc4)c(SCC(=O)O)nc32)cc1 | 0.1% | 0.0% | 14% | 3.7% | 12% | 0% | -6% | -7% | 1.4 | 89
CCc1ccccc1N(C)S(=O)(=O)c1ccc2[nH]cc(C(=O)O)c(=O)c2c1 | -0.2% | -0.3% | 8% | 19% | 3% | 0% | -10% | -4% | 0.2 | 62
CCOc1cc(C(=O)Nc2ncn[nH]2)cc(OCC)c1OCC | -0.1% | 0.2% | 3% | 1.2% | -1% | 11% | -5% | -8% | -1.4 | 54
O=C(CCC(=O)NCc1ccccc1)NCc1ccccc1 | 3.2% | -0.1% | 5% | 6.2% | 7% | 16% | -17% | / | -0.1 | 64
O=C(NC(C(=O)NCCN1CCOCC1)C12CC3CC(CC(C3)C1)C2)C1CCCCC1 (stereo unspecified) | -0.1% | -0.1% | 0% | 1.5% | -2% | -22% | 2% | 0% | -0.6 | 75 | NS5 inhibitors pilot replicate=0.9
Cc1ccccc1NC(=O)C(=O)NCCc1c[nH]c2ccccc12 | -1.5% | 0.7% | 5% | -3.1% | -3% | -5% | 2% | -6% | 2.2 | 91
COc1cccc(OCC(Cn2c(C)nc3ccccc32)OC(C)=O)c1 (stereo unspecified) | 0.2% | -0.1% | -12% | 0.1% | -2% | 1% | -12% | -1% | 1.2 | 86

Of the compounds above, two have a COOH group:
SMILES | K1F lysis inhibition | GPR55 activation | AID2073 | HIV peptide binding | Siah-1 displacement | GPR55 LPI antagonism | GPR35 antagonists | NS5 inhibitors | NTR1 agonist | NTR1 agonist cell count 20 µM | others
CCc1ccc(-n2c(=S)sc3c(=O)n(-c4ccccc4)c(SCC(=O)O)nc32)cc1 | 0.1% | 0.0% | 14% | 3.7% | 12% | 0% | -6% | -7% | 1.4 | 89
CCc1ccccc1N(C)S(=O)(=O)c1ccc2[nH]cc(C(=O)O)c(=O)c2c1 | -0.2% | -0.3% | 8% | 19% | 3% | 0% | -10% | -4% | 0.2 | 62

From PubChem BioAssay
